Screens deposited in PubChem by several laboratories.
TRPC4 inh = blocks the mouse TRPC4 cation channel; Q9QUQ5; actives 0.39% (n = 300,000); HEK293 TRPC4beta/mu-opioid, DAMGO-evoked Fluo4 calcium flux; active compounds read low; B-score at 10 µM;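 active = B-score over 3 SD under the library average, no early fluorescence shift, positive overall ratio signal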
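Assay system: HEK293 cells with stable TRPC4beta plus mu-opioid receptor expression; Probe or stimulus: DAMGO in two steps, submaximal then maximal; Dosing: single-point compound dosing; Measured by: Fluo4 calcium-dye fluorescence, kinetic read; Read-out basis: B score from integrated Fluo4 fluorescence ratio.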
MrgX1 antag = human MrgX1 receptor antagonism, primary screen; Q96LB2; actives 1.3% (n = 310,000); MRGX1-HEK293 calcium flux, Fluo-4, BAM8-22 antagonism; active compounds read low; B-score at 10 µM;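 active = calcium-response B-score plate-corrected more than 3 library SD below zero, starting fluorescence within 5 deviations, no agonist response on first addition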;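 also: peak minus trough fluorescence over baseline after final BAM8-22 challenge near maximal dose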
PolyA inh = blocks polyadenylation in yeast reporter cells | S. cerevisiae SKY197-pL101 polyadenylation reporter, beta-gal luminescence; efflux-impaired pdr1/pdr3 knockout yeast; score 100 = 6 SD above DMSO | calls only at 12 µM | actives 0.02% (n = 300,000) | AID 1875;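 active = lowest replicate activity score at least 50, where 100 means six control SD above control mean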;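 also: yeast exposed to compound for 9 h at 30 °C; higher score means more reporter readthrough which indicates perturbed polyadenylation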
TRPC4 PAM = TRPC4 (mouse) allosteric potentiation; Q9QUQ5; HEK293 TRPC4beta/mu-opioid, DAMGO EC20, Fluo-4 Ca2+ flux; active compounds read high; B-score at 10 µM; actives 0.42% (n = 310,000);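 active = B-score of calcium response area above 5 SD of library B-scores, with initial fluorescence ratio within 5 SD of library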;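 also: B-score of integrated fluorescence ratio over time as area under calcium response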
HIF act = HIF pathway transcriptional activation. actives 0.32% (n = 300,000). U2OS HRE-luciferase reporter, luminescence; normalized: DMSO 0%, desferrioxamine 100%. activation, % at 7.5 µM (by protocol);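 active = mean activation of at least 10% of the iron chelator positive control signal, with at least half of replicates also reaching 10%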
TRPC4 agonist = opens the mouse TRPC4 cation channel | HEK293 TRPC4beta/mu-opioid, Fluo4 calcium fluorescence; active compounds read high | B-score at 10 µM | actives 0.49% (n = 310,000);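 active = B-score above 5 SD of library B-scores, and initial fluorescence ratio not above library mean plus 5 SD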;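 also: positive B-score marks a calcium rise read as TRPC4 activation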
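system = HEK293 cells stably co-expressing mouse TRPC4beta and mu-opioid receptor | schedule = Fluo4 dye loading 45 min at room temperature, 110 s recording | measure = B-scored integrated calcium fluorescence ratio | signal = Fluo4 calcium-sensitive dye fluorescence, kinetic, 1 Hz baseline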
TRPC6 inh = inhibitors of mouse TRPC6 channel | AID 2553 | B-score at 10 µM | actives 1.1% (n = 310,000) | Q61143 | HEK293-TRPC6, membrane potential dye, ACh-evoked depolarization; active compounds read low;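 active = B-score under library mean minus 3 SD, initial fluorescence not abnormally high, positive integrated signal ratio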;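 also: B-score derived from integrated fluorescence ratio over the kinetic read; more negative B-score means stronger inhibition of depolarization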
Target sequence (Q61143 whole entry, looked up): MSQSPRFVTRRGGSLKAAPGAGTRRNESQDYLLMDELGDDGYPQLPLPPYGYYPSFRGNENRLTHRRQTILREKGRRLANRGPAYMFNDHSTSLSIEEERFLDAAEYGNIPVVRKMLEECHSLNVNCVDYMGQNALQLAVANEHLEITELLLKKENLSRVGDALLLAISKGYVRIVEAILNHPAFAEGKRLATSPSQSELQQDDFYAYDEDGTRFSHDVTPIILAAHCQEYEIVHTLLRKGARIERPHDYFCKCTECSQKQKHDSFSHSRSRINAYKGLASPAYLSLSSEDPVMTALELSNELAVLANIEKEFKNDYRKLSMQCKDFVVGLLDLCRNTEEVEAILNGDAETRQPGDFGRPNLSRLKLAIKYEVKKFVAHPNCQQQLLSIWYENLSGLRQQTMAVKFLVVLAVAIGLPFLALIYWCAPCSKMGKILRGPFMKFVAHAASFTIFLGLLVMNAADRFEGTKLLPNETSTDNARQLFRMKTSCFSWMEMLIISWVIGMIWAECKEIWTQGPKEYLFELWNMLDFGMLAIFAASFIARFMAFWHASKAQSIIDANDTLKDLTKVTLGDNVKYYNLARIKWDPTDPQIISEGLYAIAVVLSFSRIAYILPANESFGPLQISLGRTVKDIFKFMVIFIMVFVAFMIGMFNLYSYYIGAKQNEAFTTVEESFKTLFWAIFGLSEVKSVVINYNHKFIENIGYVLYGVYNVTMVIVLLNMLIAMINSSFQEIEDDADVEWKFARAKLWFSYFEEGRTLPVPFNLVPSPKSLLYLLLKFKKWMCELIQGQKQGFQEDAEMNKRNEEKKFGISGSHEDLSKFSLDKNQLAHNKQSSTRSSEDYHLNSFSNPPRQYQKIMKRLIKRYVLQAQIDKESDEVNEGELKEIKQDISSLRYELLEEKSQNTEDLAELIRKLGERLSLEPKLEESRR
TRPC6 act = activators of mouse TRPC6 channel; B-score at 10 µM; Q61143; actives 0.13% (n = 310,000); HEK293-TRPC6 membrane potential dye fluorescence; active compounds read high;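 active = B-score of the integrated fluorescence ratio above library mean plus 3 SD, and starting fluorescence ratio within library mean plus 5 SD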;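 also: higher score means more depolarization so channel activation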
AI-2 QS modul = Vibrio harveyi AI-2 quorum sensing modulation; actives 0.4% (n = 300,000); activity change, % at 7.5 µM; Vibrio harveyi JMH597 AI-2 luminescence/OD600 ratio, 9 h; active compounds read low; strain lacks LuxN and CqsS sensors; 0 = neutral-control median; in the data active = activity change below about -75%, passing the limit was not always enough;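 also: luminescence divided by OD600 gain over 9 h not by final OD600 alone; inactives centre near 13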
MrgX1 PAM = human MrgX1 positive allosteric modulation, primary screen. Q96LB2. MrgX1-HEK293, Fluo-4 calcium flux, FDSS; active compounds read high. B-score at 10 µM. actives 0.63% (n = 310,000). AID 588675;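 active = plate-corrected calcium response at least 3 library SD above typical, normal starting fluorescence, not activating the receptor alone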;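 also: compound read alongside a low EC10 to EC30 dose of BAM8-22 agonist; peak minus trough fluorescence over baseline measured at the second addition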
MrgX1 ag = agonists of human MrgX1 receptor; Q96LB2; MrgX1-HEK293 cells, Fluo-4 calcium fluorescence, agonist mode; active compounds read high; B-score at 10 µM; actives 0.44% (n = 310,000); AID 588627;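 active = calcium response B-score plate-corrected fluorescence ratio at least 3 library SD, with starting fluorescence B-score inside 5 SD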
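times = overnight plating, then 30 min 37 °C plus 30 min room-temperature dye loading | assay system = stable human MrgX1 HEK293 cell line | input = fifteen thousand cells per well | signal = kinetic calcium dye fluorescence, Fluo-4 NW | dosing = compound delivered in addition one of three | read-out = B-scored fluorescence response ratio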
Numbers without * were called inactive; i = inactive; / = not tested or not shown.

SMILES	TRPC4 inh	MrgX1 antag	PolyA inh	TRPC4 PAM	HIF act	TRPC4 agonist	TRPC6 inh	TRPC6 act	AI-2 QS modul	MrgX1 PAM	MrgX1 ag
CCc1sc(N)nc1-c1ccccc1	i	i	i	i	0.2	i	i	i	4.4	i	i
COc1cc(/C=N/O)cc(Br)c1OCc1cccc(Cl)c1	i	i	i	i	-16.6	i	i	i	3.5	i	i
COc1ccc(/C=C(\C#N)C(=O)N2CCOCC2)cc1Br	i	i	i	14*	-0.4	i	i	i	16.3	i	i
CN1CCN(C(=O)C2CCN(c3ncc(C(F)(F)F)cc3Cl)CC2)CC1	i	i	i	i	0.1	i	-5.18*	i	20.2	i	i
CC(C)C(=O)Nc1nc2c(c(=O)[nH]1)CCCC2	i	i	i	i	-0.6	i	i	i	15.2	i	i
Cc1cc(C(=O)CSc2nnc(-c3ccco3)o2)c(C)n1Cc1ccco1	i	i	i	i	0.3	i	i	i	-9.4	i	i
COc1ccc2cc(C#N)c(Cl)nc2c1	i	i	i	i	0.1	i	i	i	2.2	i	i
COc1ccc(CCC(=O)NCCS(=O)(=O)N2CCN(c3ccccc3)CC2)cc1	i	i	i	i	-34.1	i	i	i	24.3	i	i
O=C(CO/N=C/c1cccc([N+](=O)[O-])c1)NC1CCCCCC1	i	i	i	i	-0.1	i	i	i	27.4	i	i
CCCn1c(=O)c(C(=O)NCCc2ccc(Cl)cc2)c(O)c2ccccc21	i	i	i	i	-0.3	i	i	i	2.4	i	i
COc1ccc(S(=O)(=O)NCc2cccnc2)cc1NC(=O)c1ccc(C)cc1	i	i	i	i	0.0	i	i	i	-10.8	i	i
NC(=O)C1(C(N)=O)OC1c1ccccc1 (stereo unspecified)	i	i	i	i	-0.2	i	i	i	15.2	i	i
O=C(N/N=C/c1ccc(O)cc1)/C(=C/c1ccccc1)CCO	i	i	i	i	-0.1	i	i	i	24.5	i	i
Cc1nc2nc(SCc3ccc([N+](=O)[O-])cc3)[nH]c2cc1Br	i	i	i	i	0.8	i	i	i	18.8	i	i
CC(C)C(NS(=O)(=O)c1cccs1)C(=O)N(C)Cc1ccccc1 (stereo unspecified)	i	i	i	i	-1.2	i	i	i	4.1	i	i
CC(=O)Nc1ccc(S(=O)(=O)Nc2ccc(F)c([N+](=O)[O-])c2)cc1	i	i	i	i	0.0	i	i	i	4.0	i	i
O=C(c1ccc(Br)cc1)N1CCN(c2ncccn2)CC1	i	i	i	i	0.2	i	i	i	16.8	i	i
Cc1cc(C)nc(Nc2ccccc2Br)n1	i	i	i	i	-0.3	i	i	i	23.6	i	i
Cc1ccc(N(C)S(=O)(=O)c2ccc3c(c2)CC(C)N3C(=O)C2CC2)cc1 (stereo unspecified)	i	i	i	i	-0.2	i	i	i	22.6	i	i
COc1ccc(CCN=C(NS(=O)(=O)c2ccc(Cl)cc2)c2ccccc2)cc1	i	i	i	i	-0.8	i	i	i	5.0	i	i
CC(=O)NS(=O)(=O)c1ccc(NC(=O)c2ccc(-n3nc(C)cc3C)cc2)cc1	i	i	i	i	-0.1	i	i	i	7.9	i	i
Cc1cc(C)nc(N2CCCC(C(=O)Nc3nc4ccc(S(C)(=O)=O)cc4s3)C2)n1 (stereo unspecified)	i	i	i	i	-0.3	i	i	i	10.1	i	i
CN(C)CCN(C(=O)/C=C/c1cccs1)c1nc2ccc(Br)cc2s1	i	i	i	i	-0.9	i	i	i	9.9	i	i
CC(=O)c1ccc(S(=O)(=O)NCCC(=O)OCC(=O)N2CCCC2=O)cc1	i	i	i	i	-7.4	i	i	i	20.2	i	i
Cc1nc(NC(=O)/C=C/c2ccccc2)sc1C(=O)Nc1cccc(Cl)c1	i	i	i	i	-0.6	i	i	i	7.0	i	i
CC(=O)NC(c1ccc([N+](=O)[O-])cc1)c1c(O)ccc2ccccc12 (stereo unspecified)	i	i	i	i	-0.4	i	i	i	3.8	i	i
CN(CC(O)COc1ccc2ccccc2c1)C1CCCCC1 (stereo unspecified)	i	i	i	i	-0.6	i	i	i	11.0	i	i
O=C(COc1ccccc1F)N1CCc2ccccc2C1	i	i	i	i	0.2	i	i	i	0.0	i	i
N=c1c2ccccc2nnn1-c1cccc(C(F)(F)F)c1	i	i	i	i	0.2	i	i	i	12.1	i	i
Cn1c(N)c(C(=O)COC(=O)c2ccc(Cl)nc2)c(=O)n(C)c1=O	i	i	i	i	-0.7	i	i	i	13.4	i	i
COC(=O)C1=C(C)N(c2cc(C)cc(C)c2)/C(=C/c2ccco2)C1=O	i	i	i	i	-0.3	i	i	i	14.5	i	i
COC(=O)c1ccc(C(=O)NC2CCCc3c2cnn3-c2ccc(C)c(C)c2)cc1 (stereo unspecified)	i	i	i	i	-1.7	i	i	i	4.5	i	i
COc1ccc(NC(=O)CSCC(=O)Nc2cccc(S(=O)(=O)N3CCCCCC3)c2)cc1	i	i	i	i	-0.2	i	i	i	8.8	i	i
COc1ccc(NC(=O)c2ccc3[nH]c(C)c(C)c3c2)c(OC)c1	i	i	i	i	3.0	i	i	i	26.6	i	i
Cn1c(SCC(=O)c2ccccc2)nnc1C1CC1	i	i	i	i	1.1	i	i	i	6.9	i	i
COc1ccc(NC(=O)CSc2nnc(-c3ccccc3C)n2C)cc1	i	i	i	i	0.0	i	i	i	42.9	i	i
O=C(c1ccc(F)cc1)N1CCN(c2ncccn2)CC1	i	i	i	i	0.4	i	i	i	7.7	i	i
CCN(CC(=O)NCc1cccs1)S(=O)(=O)c1cccc(C(C)=O)c1	i	i	i	i	-0.3	i	i	i	24.0	i	i
O=[N+]([O-])c1cc(-c2csc(NCCc3nc4cc(C(F)(F)F)ccc4n3CCCO)n2)ccc1Cl	i	i	i	i	0.0	i	i	i	-3.7	i	i
COc1cccc(NC(=O)C(=O)NCC(c2ccco2)N2CCc3ccccc3C2)c1 (stereo unspecified)	i	i	i	i	0.8	i	i	i	19.9	i	i
Cc1ccc(NC(=O)c2ccc3nsnc3c2)c(Cl)c1	i	i	i	i	-0.9	i	i	i	9.2	i	i
Cc1ccc(C)c(N2CCN(C(=O)Cn3ncc4c([nH]c5ccc(C)cc54)c3=O)CC2)c1	i	i	i	i	0.1	i	i	i	14.8	i	i
CCCC1(C(=O)OC)NC(c2cccc(F)c2)C2C(=O)N(CC)C(=O)C21 (stereo unspecified)	i	i	i	i	0.8	i	i	i	15.1	i	i
CSC1=NCCN1C(=O)c1ccc(Br)o1	i	-5.37*	i	i	0.6	i	i	i	25.2	i	i
C/C(=N/NC(=O)c1ccncc1)c1ccc(NC(=O)c2ccccc2)cc1	i	i	i	i	-1.6	i	i	i	4.3	i	i
O=C(CN1C(=O)C2CC=CCC2C1=O)Nc1cc(C(F)(F)F)ccc1N1CCCC1 (stereo unspecified)	i	i	i	i	-0.3	i	i	i	23.9	i	i
Cc1ccccc1NC(=O)CCc1c(C)nn(-c2ccc(N3CCCCC3)nn2)c1C	i	i	i	i	0.7	i	i	i	7.9	i	i
CC(=O)n1cc([C@H]2C=C(C(=O)NCc3ccccc3)O[C@@H](OCCCCO)C2)c2ccccc21	i	i	i	i	1.0	i	i	i	17.6	i	i
O=C(Nc1ccc(F)c(Cl)c1)c1cccnc1	i	i	i	i	2.0	i	i	i	/	i	i
Cc1cc(NC(=O)CSc2nnc(C)n2-c2ccccc2)no1	i	i	i	i	-0.1	i	i	i	21.0	i	i
Cc1ccc(C(=O)/C=C/c2ccc(-c3ccc(C)cc3)o2)cc1	i	i	i	i	1.0	i	i	i	-13.2	i	i
COC(=O)c1ccc(C)c(NC(=O)c2ccc(CN3CCc4ccccc4C3)cc2)c1	i	i	i	i	-1.5	i	i	i	12.7	i	i
COc1ccc(C2C(C(=O)N3CCN(c4ccc(OC)cc4)CC3)c3ccccc3C(=O)N2C)cc1 (stereo unspecified)	i	i	i	i	-0.9	i	i	i	24.2	i	i
CN1C(=O)C(C)(C)c2cc(S(=O)(=O)N3CCC(C(=O)NCc4ccc(F)cc4)CC3)ccc21	i	i	i	i	0.1	i	i	i	10.5	i	i
COc1cc(/C=N/Nc2ccc3ccccc3c2)ccc1OC(=O)c1ccco1	i	i	/	i	-0.9	i	i	i	10.9	i	i
CCC(C(=O)OC)n1cnc2c(nnn2-c2ccc(C)cc2)c1=O (stereo unspecified)	i	i	i	i	0.2	i	i	i	43.0	i	i
Cn1c(C(=O)N2CCCC(C(=O)NCCN3CCOCC3)C2)cc2sccc21 (stereo unspecified)	i	i	i	i	-0.2	i	i	i	10.4	i	i
Cc1sc(N/N=C/C=C/c2ccccc2)nc1-c1ccccc1	i	i	i	i	2.2	i	i	i	-3.6	i	i
CCOc1ccccc1NC(=S)NCc1ccccc1	i	i	i	i	-1.6	i	i	i	-4.4	i	i
CC(C(=O)N(C)C1CCS(=O)(=O)C1)N1C(=O)/C(=C/c2ccco2)SC1=S (stereo unspecified)	i	i	i	i	-0.5	i	i	i	15.4	i	i

In another format: 2 of the compounds above.
Values run as follows: TRPC4 inh, MrgX1 antag, PolyA inh, TRPC4 PAM, HIF act, TRPC4 agonist, TRPC6 inh, TRPC6 act, AI-2 QS modul, MrgX1 PAM, MrgX1 ag
- Cc1sc(N/N=C/C=C/c2ccccc2)nc1-c1ccccc1
    i, i, i, i, 2.2, i, i, i, -3.6, i, i
- CCOc1ccccc1NC(=S)NCc1ccccc1
    i, i, i, i, -1.6, i, i, i, -4.4, i, i

The results go on.
SMILES	TRPC4 inh	MrgX1 antag	PolyA inh	TRPC4 PAM	HIF act	TRPC4 agonist	TRPC6 inh	TRPC6 act	AI-2 QS modul	MrgX1 PAM	MrgX1 ag
Cc1sc2nc(C(C)C)nc(SCC(=O)NCc3ccco3)c2c1C	i	i	i	i	-0.5	i	i	i	1.2	i	i
COc1cccc(C(=O)COC(=O)C2CC3CCCC(C2)C3=O)c1 (stereo unspecified)	i	i	i	i	-0.8	i	i	i	-11.2	i	i
Cc1cnc(C(=O)NC2CCSc3ccccc32)cn1 (stereo unspecified)	i	i	i	i	0.9	i	i	i	4.1	i	i
Cc1ccc(C(=O)N2CCN(c3ncnc4c(C)csc34)CC2)cc1	i	i	i	i	-0.8	i	i	i	20.5	i	i
CCCC1=Nc2cc(C(=O)NCCCN3CCN(C)CC3)ccc2Sc2ccccc21	i	i	i	i	0.6	i	i	i	-1.0	i	i

A portion of the library, so the mix of outcomes need not match the whole.
